GPR151 activ – activators of human GPR151 | Q8TDV0 | hit rate 1% among 650,000 | PathHunter beta-arrestin GPR151 cells, luminescence | activation, % at 11.2 µM; in the data active = activation above about 4.9%;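 also: 0% = median of compound wells and 100% = cells with positive control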
MITF inh – human MITF inhibition, primary screen. O75030. AlphaScreen MITF homodimerization, bead proximity signal. inhibition, % at 2.6 µM. hit rate 0.91% among 650,000. AID 1259374; in the data active = inhibition above about 50%;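 also: 0% = vehicle wells with protein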
TEAD-YAP block – TEAD-YAP interaction inhibition. HEK-TIYL cells, TEAD-Gal4/YAP UAS-luciferase luminescence. inhibition, % at 9.12 µM. hit rate 1.4% among 640,000. AID 1259422; in the data active = inhibition above about 32%;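 also: 0% = median of test compound wells and 100% = reference inhibitor wells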
FBW7 activator – activators of human E3 ligase FBW7. hit rate 0.13% among 650,000. AID 1259310. normalized activity (activation), % at 26.1 µM. AlphaScreen FBW7–phospho-cyclin E peptide binding, activator screen. Q969H0; in the data active = normalized activity above about 1.9%;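 also: purified mutant Fbw7 with reduced substrate affinity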
Target sequence (Q969H0 whole entry, looked up): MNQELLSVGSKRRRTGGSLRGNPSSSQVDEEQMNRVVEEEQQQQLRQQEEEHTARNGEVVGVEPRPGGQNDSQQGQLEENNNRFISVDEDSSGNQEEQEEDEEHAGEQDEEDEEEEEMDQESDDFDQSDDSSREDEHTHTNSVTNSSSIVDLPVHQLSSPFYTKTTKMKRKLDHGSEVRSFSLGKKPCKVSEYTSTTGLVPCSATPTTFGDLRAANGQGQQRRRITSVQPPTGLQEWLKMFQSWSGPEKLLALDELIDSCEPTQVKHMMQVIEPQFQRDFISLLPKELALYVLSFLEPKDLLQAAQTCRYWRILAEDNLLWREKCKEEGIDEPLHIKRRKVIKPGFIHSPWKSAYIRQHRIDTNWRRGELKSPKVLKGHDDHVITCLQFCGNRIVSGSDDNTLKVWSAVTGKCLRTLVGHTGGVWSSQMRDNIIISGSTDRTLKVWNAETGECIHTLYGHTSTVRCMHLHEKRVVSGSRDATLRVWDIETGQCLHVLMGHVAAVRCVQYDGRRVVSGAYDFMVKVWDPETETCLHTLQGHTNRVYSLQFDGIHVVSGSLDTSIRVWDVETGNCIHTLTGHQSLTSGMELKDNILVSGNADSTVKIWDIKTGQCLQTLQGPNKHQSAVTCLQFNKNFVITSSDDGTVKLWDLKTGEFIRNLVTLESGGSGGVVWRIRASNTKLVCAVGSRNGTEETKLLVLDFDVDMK
Starred values were filed as active, the others as inactive.

Values run as follows: GPR151 activ, MITF inh, TEAD-YAP block, FBW7 activator
1) CC(=O)N1C(=O)NC(c2ccccc2)=C([N+](=O)[O-])C1c1ccccc1 (stereo not drawn)
→ -1.1, -11, 5, -0.3
2) CC12CC(NC(=O)N1Cc1ccccc1)c1cc([N+](=O)[O-])ccc1O2 (stereo not drawn)
→ 0.2, 5, 2, -0.1
3) O=C(NCc1ccccc1)c1cnc(-c2ccccn2)nc1C(F)(F)F
→ 0.1, 5, 8, 0.0
4) CCOc1cccc(CN2CCN(Cc3ccsc3)C(CCO)C2)c1O (stereo not drawn)
→ -0.8, 10, -3, 0.3
5) Cc1ccc(N=c2oc3c(C)ncc(CO)c3cc2C(N)=O)c(F)c1
→ -0.3, 11, 0, 0.0
6) O=[N+]([O-])c1cnc(N2CCN(Cc3ccccc3)CC2)c([N+](=O)[O-])c1
→ -1.9, -6, -2, 0.0
7) Cc1ncc(CO)c(/C=N/N=C\c2c[nH]c3ccc(Br)cc23)c1O
→ 3.2, 5, 8, 0.1
8) CCCOC(=O)c1ccc(NC(=O)/C=C/c2ccc(Cl)cc2)cc1
→ 0.5, 1, -18, 0.1
9) CC(=O)Nc1ccc(Nc2c(-c3ccc(Cl)cc3)c(=O)c2=O)cc1
→ -0.9, 16, -3, -0.1
10) COc1ccc(NC(=O)CSc2ncccn2)cc1Cl
→ -0.3, 16, -3, 0.2
11) CCOc1ccc(/C=N/NC(=O)C(=O)NCCOC)cc1
→ -1.2, -1, -10, -0.1
12) O=C1OC(c2ccccc2)=N/C1=C\c1ccccc1F
→ -1.0, 0, 1, 0.0
13) O=C(O)C1C2CCC(O2)C1C(=O)Nc1cccnc1 (stereo not drawn)
→ -1.2, 11, 7, 0.1
14) Cc1c(Cl)c(C)c(C2=NON3N(C(=O)c4ccc(S(=O)(=O)N5CCOCC5)cc4)c4ccccc4N23)c(C)c1Cl
→ -0.8, -6, 8, 0.4
15) Cc1ccc(CC(=O)Nc2sccc2-c2nc3ccccc3s2)cc1
→ 1.3, -9, 1, 0.2
16) CCc1nc(-c2ccc(OC)c(C)c2)cc2cc(OC)c(OC)cc12
→ -0.3, 23, -4, 1.4
17) CCc1cccc(NC(=O)C2CCCN2S(=O)(=O)c2ccc3c(c2)CCC(=O)N3)c1 (stereo not drawn)
→ -1.0, -8, 4, 0.0
18) COc1cccc(NC(=O)COc2ccc(N3CC(C(N)=O)CC3=O)cc2)c1 (stereo not drawn)
→ 0.9, -6, -18, -0.1
19) COc1ccc(N=c2scc(-c3ccc(Cl)cc3Cl)n2Cc2ccccc2)cc1
→ 0.7, -4, -3, -0.4
20) CCc1ccc(NC(=O)c2sc3ncn(CC(=O)N4CCCCC4C)c(=O)c3c2C)cc1 (stereo not drawn)
→ 0.1, 0, 0, 0.0
21) COCCn1c(=S)[nH]c2cc(C(=O)Nc3cc(OC)c(OC)c(OC)c3)ccc2c1=O
→ -1.7, -13, 4, 0.0
22) COc1cc(Nc2ncnc3c2nc(-c2ccc(N4CCN(C)CC4)cc2)n3C(C)C)cc(OC)c1OC
→ -1.3, 14, 3, -0.3
23) c1ccc(Nc2ccc(-n3ccnc3)nn2)cc1
→ 0.2, -22, -18, 0.1
24) NC(=O)c1ccc[n+](CCOc2cccc(Br)c2)c1
→ 0.7, 6, -4, -0.1
25) C=C(C)CN1C(=O)NC(CC)(C2CCN(Cc3ccc(NC(C)=O)s3)CC2)C1=O (stereo not drawn)
→ 0.0, 2, -23, -0.1
26) COc1cc2nc(NCc3cccnc3)nc(Nc3cc(OC)c(OC)c(OC)c3)c2cc1OC
→ 1.4, 1, -6, -0.3
27) CC(C)CNC(=O)CN(c1ccccc1)S(=O)(=O)c1ccccc1[N+](=O)[O-]
→ -1.1, 14, 3, 0.1
28) Cc1nnc2n1NC(c1ccc(F)cc1)C(C(=O)N1CCOCC1)S2 (stereo not drawn)
→ -0.2, 6, 8, 0.0
29) Cc1ccc(N=Cc2nc(-c3ccc(Cl)cc3)oc2O)cc1
→ -0.4, 10, -1, 0.4
30) C/C(=N\NC(=O)Nc1ccccc1)c1ccc(Cl)cc1
→ 1.2, -5, -19, 0.0
31) CC(C)(CNCc1c(C(=O)N2CCOCC2)nc2ccccn12)N1CCOCC1
→ -1.3, 12, -10, 0.0
32) COc1cccc(CSc2ccc(S(=O)(=O)N3CCOCC3)cc2C(=O)N2CCC(C)CC2)c1OC
→ 2.3, 10, 1, 0.0
33) CCOc1ccc(C(=O)Nc2ccc(-c3nc4ccccc4[nH]3)cc2)cc1Cl
→ 0.3, -13, -10, 0.0
34) O=C(COC(=O)/C=C/c1nc2ccccc2s1)NC(=O)Nc1ccc2c(c1)OCCO2
→ -0.9, -6, -10, -0.1
35) COc1ccc(N2C(=O)C3CCCN3C2c2ccc(C)o2)cc1Cl (stereo not drawn)
→ -0.6, 0, -8, -0.2
36) Cc1cccc(C(=O)N2N=C(C(F)(F)F)CC2(O)C(C)(C)C)c1O (stereo not drawn)
→ -0.9, 2, -1, 0.1
37) CC1=C(C(=O)OCCOC(C)C)C(c2ccc(Cl)cc2)NC(=O)N1 (stereo not drawn)
→ -1.2, 5, 2, 0.0
38) CC1(CC(=O)N/N=C/c2ccc3c(c2)OCO3)OCCO1
→ -2.4, -7, -15, -0.2
39) CCCOc1ccc(C2C(=O)N(C3CCCCC3)CC(=O)N2Cc2ccc(C)cc2)cc1OC (stereo not drawn)
→ -0.7, 17, 0, 0.1
40) Cc1cccc(CN2CCC(N3CCC[C@H]3CO)CCC2=O)c1 (stereo partly drawn)
→ 11*, -2, 5, 0.0
41) Cc1ccc2c(c1)-c1c(ssc1=S)C(C)(C)N2C(=O)c1ccc([N+](=O)[O-])cc1
→ -0.5, 7, -6, -0.1
42) COC(=O)c1sccc1NC(=O)c1cnccn1
→ 1.9, 13, 1, 0.0
43) CCN(CC1CCCO1)C(=O)c1ccc(OC2CCN(C(=O)C3CC3)CC2)cc1 (stereo not drawn)
→ 0.5, -10, 6, 0.0
44) O=C(Nc1ccccc1F)c1ccc([N+](=O)[O-])cc1
→ -1.2, 6, 2, 0.0
45) Cc1ccc(S(=O)(=O)/N=C(\N)NC(=O)/C=C/c2ccccc2)cc1
→ -0.2, -1, -7, 0.2
46) COc1ccc(C(=O)Nc2nc3ccccc3[nH]2)cc1S(=O)(=O)N1CCOCC1
→ -1.9, 16, 1, 0.2
47) O=C(OCc1ccccc1)c1ccc(NS(=O)(=O)c2cccs2)cc1O
→ -0.9, 3, 5, 0.0
48) CCOC(CNC(=O)c1nnc(Cc2ccc(C)cc2)o1)OCC
→ 0.6, 8, -6, -0.1
49) O=C(/C=C/c1ccc(F)cc1)N1CCCCC1
→ -3.3, 5, -47, -0.1
50) Cc1cc(C(=O)Nc2ccccc2C#N)n(-c2ccccc2)n1
→ 0.3, 12, -12, 1.3
51) CN(C)C1CCN(C(=O)c2cc(COc3ccc4ncccc4c3)on2)C1 (stereo not drawn)
→ -0.9, 9, 19, 0.4
52) CCCOC(=O)C1=C(C)NC2=C(C(=O)CCC2)C1c1ccc(OCc2ccccc2)c(OC)c1 (stereo not drawn)
→ 1.1, -10, 2, -0.1
53) CC(=O)c1ccc(N2C(=O)C3C4CC(C(Br)C4Br)C3C2=O)cc1 (stereo not drawn)
→ -0.6, -11, -50, -0.5
54) Nc1ccc(Oc2ccc(Br)cc2)cc1
→ 11*, 11, 2, 0.2
55) CCN(CC)C(=O)c1ccccc1NC(=O)c1ccccc1Cl
→ 0.7, 0, 10, 0.0
56) C=CCn1cc(F)c(=O)n(CC(C)C)c1=O
→ -1.5, -10, 1, 0.1
57) Cc1c(Cl)cccc1N1C(N)=C(C#N)C(c2ccc(C(C)(C)C)s2)C2=C1CC(C)(C)CC2=O (stereo not drawn)
→ -1.2, 2, -10, -0.1
58) COc1ccc(CNC(=O)c2ccc(-n3c(=S)[nH]c4ccccc4c3=O)cc2)cc1
→ -0.7, 8, 11, 0.8
59) CCCc1cc(C(=O)Nc2ccc(F)c(Cl)c2)no1
→ -1.9, -11, -93, 0.1
60) O=C(NCCCN1CCOCC1)C1CCN(c2nnc(N3CCCC3=O)s2)CC1
→ 1.0, 2, 11, 0.0

3 records drawn at random from the list so far:
Values run as follows: GPR151 activ, MITF inh, TEAD-YAP block, FBW7 activator
41) Cc1ccc2c(c1)-c1c(ssc1=S)C(C)(C)N2C(=O)c1ccc([N+](=O)[O-])cc1
→ -0.5, 7, -6, -0.1
39) CCCOc1ccc(C2C(=O)N(C3CCCCC3)CC(=O)N2Cc2ccc(C)cc2)cc1OC (stereo not drawn)
→ -0.7, 17, 0, 0.1
37) CC1=C(C(=O)OCCOC(C)C)C(c2ccc(Cl)cc2)NC(=O)N1 (stereo not drawn)
→ -1.2, 5, 2, 0.0

Following part.
Values run as follows: GPR151 activ, MITF inh, TEAD-YAP block, FBW7 activator
61) Cc1cccc(-n2c(-c3ccccc3)nc3c(cnn3-c3ccccc3)c2=O)c1
→ -0.5, 13, 9, 0.3
62) CCOC(=O)Cn1c(=O)c(=O)n(Cc2ccccc2)c2ccc(S(C)(=O)=O)cc21
→ -1.6, 1, -1, -0.1
63) COCCCn1c(=O)/c(=C\c2ccc(C)s2)s/c1=C(/C#N)C(=O)NCC1CCCO1 (stereo not drawn)
→ -0.9, -6, -43, -0.1
64) O=C(CC(NCc1ccc(Cl)cc1)C(=O)O)c1ccc(F)cc1 (stereo not drawn)
→ 0.5, 7, -4, 0.1
65) O=C(CN1C(=O)NC(Cc2ccccc2)(Cc2ccccc2)C1=O)N1CCOCC1
→ -0.6, -2, -1, 0.1
66) CC(C)CCNc1nc(=S)[nH]c2ccccc12
→ -1.3, 7, -10, 0.0
67) Cc1cccc(C)c1NC(=O)CN1CCOCC1
→ -1.0, 4, 3, 0.0
68) CCNC(=S)NNc1nc(N2CCOCC2)nc(N2CCOCC2)n1
→ -0.3, 1, 8, -0.1
69) COC(=O)c1cc(S(=O)(=O)Nc2ccccc2OC)c[nH]1
→ -1.5, 10, -14, 0.5
70) O=C(CCOc1ccccc1)Nc1ccnn1C1CCN(C(=O)CCc2ccccc2)CC1
→ 5.7*, 1, -6, 0.0
71) Cc1ccc2nc(NC(=O)c3ccc(S(=O)(=O)N(C)C)cc3)sc2c1
→ 0.5, 1, 2, -0.1
72) Cc1cc(C)n(S(=O)(=O)c2cccc(S(C)(=O)=O)c2)n1
→ -1.6, 15, 3, -0.1
73) C/C(=N\NC(=O)c1ccccc1C)c1ccc(F)cc1
→ 1.1, -1, -26, 0.1
74) S=C(c1ccc2c(c1)OCO2)N1CCCCC1
→ 1.0, 5, 0, 0.1
75) O=C(CCC1CCCC1)Nc1ccc2c(c1)OCO2
→ -0.5, -2, -77, -0.2
76) C=CCN1C(=NC(C)=O)SC2CS(=O)(=O)CC21 (stereo not drawn)
→ -1.2, 7, 3, 0.1
77) COc1ccc(CCNc2ccc([N+](=O)[O-])cn2)cc1
→ 0.5, 6, -2, -0.1
78) C=CCOc1ccccc1CN1CCc2nc(N3CCCC3)[nH]c(=O)c2C1
→ 0.6, 9, 12, 0.4
79) COc1ccc(-c2cnc(SCC(=O)Nc3cc(C)ccc3C)n2C)cc1
→ 0.6, 29, -8, 0.0
80) Cc1nc2ncccn2c1-c1csc(Nc2ccccc2Cl)n1
→ 1.1, -16, 21, 0.1
81) Brc1cccc(-c2nnc3sc(CNCc4ccc5c(c4)OCO5)cn23)c1
→ 2.3, 4, 8, 0.1
82) Cc1nnc(NC(=O)c2cc(Br)cs2)s1
→ 3.1, -2, -10, -0.2
83) CCOC(=O)c1cccc(NC(=O)N2CCOc3ccccc32)c1
→ -0.7, 4, -1, 0.1
84) CC(=O)Nc1ccc(S(=O)(=O)Nc2ccc(Cl)cc2Cl)cc1
→ -0.8, 7, 11, 0.2
85) Cc1nc2ccc(S(=O)(=O)N3CCCCC3)cc2s1
→ 0.9, -7, -1, -0.3
86) N#CC1=C(N)Oc2n[nH]c(-c3ccc(Cl)cc3Cl)c2C1c1ccc(OCc2ccccc2F)cc1 (stereo not drawn)
→ -2.3, 15, 1, 0.1
87) CCCOC(=O)c1ccc(N=Cc2cccc(OC)c2O)cc1
→ -0.9, 2, 9, -0.1
88) C/C(=N\NC(=O)c1ccccc1Br)c1ccc(N2CCOCC2)cc1
→ -1.1, 3, -11, 0.1
89) Cc1ccc(/C=N/NC(=O)COc2cccc([N+](=O)[O-])c2)cc1
→ 0.2, 14, 8, -0.1
90) NC(=O)Cn1nnc(-c2ccccc2NC(=O)C2CC2)n1
→ -0.1, 0, 7, 0.1

Some of the entries above, set out differently.
no.	Molecule	GPR151 activ	MITF inh	TEAD-YAP block	FBW7 activator
64	O=C(CC(NCc1ccc(Cl)cc1)C(=O)O)c1ccc(F)cc1 (stereo not drawn)	0.5	7	-4	0.1
65	O=C(CN1C(=O)NC(Cc2ccccc2)(Cc2ccccc2)C1=O)N1CCOCC1	-0.6	-2	-1	0.1
66	CC(C)CCNc1nc(=S)[nH]c2ccccc12	-1.3	7	-10	0.0
67	Cc1cccc(C)c1NC(=O)CN1CCOCC1	-1.0	4	3	0.0
68	CCNC(=S)NNc1nc(N2CCOCC2)nc(N2CCOCC2)n1	-0.3	1	8	-0.1
69	COC(=O)c1cc(S(=O)(=O)Nc2ccccc2OC)c[nH]1	-1.5	10	-14	0.5

Compound activity (PubChem)
